# Screens deposited in PubChem by Sanford-Burnham Center for Chemical Genomics.
# SENP8 inh: blocks the human protease SENP8; Q96LD8; inhibition, % at 10 µM; purified SENP8, Z-RLRGG-aminoluciferin cleavage, luminescence; 1.2% of 330,000 active
# Target sequence (Q96LD8 whole entry, looked up): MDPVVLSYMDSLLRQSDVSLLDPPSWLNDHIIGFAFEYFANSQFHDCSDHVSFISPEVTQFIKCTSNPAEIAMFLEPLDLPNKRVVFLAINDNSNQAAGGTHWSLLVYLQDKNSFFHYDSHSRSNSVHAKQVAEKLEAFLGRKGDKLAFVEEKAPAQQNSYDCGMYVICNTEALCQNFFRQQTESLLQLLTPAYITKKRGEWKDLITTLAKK
# Jurkat NFkB inh: lowers PMA/ionomycin-induced NF-kB signal in Jurkat cells; AID 435003; inhibition, % at 4 µM; PMA/ionomycin-induced NF-kB luciferase reporter, luminescence; 0.53% of 330,000 active
# HKDC1 inhibitor: blocks human hexokinase HKDC1 activity; recombinant HKDC1, G6PDH/diaphorase resazurin coupled fluorescence; inhibition, % at 20 µM; 0.16% of 340,000 active;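 active means inhibition above about 35% when tested at 20 µM, limit read from the data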;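 further: plate controls were DMSO wells with enzyme for no effect and DMSO wells lacking enzyme for full effect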
#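 test system = in-house recombinant HK5 (HKDC1) enzyme | amount = HKDC1 at 5 µg/mL | control set = DMSO-enzyme wells negative, buffer-substituted wells positive | compound = one dose of 20 µM, 1% DMSO | schedule = reaction time 90 min, room temperature, protected from light | technique = resorufin fluorescence at 613 nm | reagent = glucose with 1 mM ATP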
# UBC13 polyUb: blocks human UBC13 polyubiquitin chain formation. P61088. TR-FRET. inhibition, % at 20 µM. 0.47% of 330,000 active; in the data active means inhibition above about 45%, passing the limit was not always enough
# Target sequence (P61088 whole entry, looked up): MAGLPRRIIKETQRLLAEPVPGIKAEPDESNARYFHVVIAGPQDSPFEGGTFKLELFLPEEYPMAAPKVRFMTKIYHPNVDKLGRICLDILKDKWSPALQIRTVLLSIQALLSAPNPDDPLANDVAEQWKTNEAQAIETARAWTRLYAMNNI
# Apaf1 inhib: human Apaf-1 inhibition | O14727 | reconstituted apoptosome caspase-3 activity, DEVD-Rh110 fluorescence | inhibition, % at 20 µM | 0.71% of 330,000 active | AID 489030; active means inhibition of at least 40% at 20 µM;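 further: plate controls were DMSO wells for no effect and DEVD-CHO caspase inhibitor wells for full effect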
#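 System: Apoptosome proteins | Medium: Hepes pH 7.5 with detergent and BSA | Also added: Cytochrome c trigger plus (Z-DEVD)2-Rh110 caspase-3 substrate | Incubation: 30 min compound preincubation, 50 min activation, room temperature | Detection: Rhodamine 110 fluorescence at Ex 480/Em 540 nm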
# 697 NFkB inh: lowers PMA/ionomycin-induced NF-kB signal in 697 B cells; 697 B-cell NF-kB luciferase reporter, 16 h; inhibition, % at 4 µM; 0.33% of 330,000 active; AID 435022; in the data active means inhibition above about 35%
# Gli-Sufu block: Gli-Sufu pathway antagonism | Sufu-KO-LIGHT fibroblasts, Gli luciferase reporter luminescence | inhibition, % at 5 µM | 0.74% of 340,000 active | AID 588413;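 active means inhibition above about 55%, limit read from the data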;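 further: 0% = DMSO-treated cells and 100% = wells with medium but no cells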
# SENP7 inh: blocks the human protease SENP7; recombinant SENP7, Z-RLRGG-aminoluciferin luminescence, 40 min; 1.5% of 330,000 active; Q9BQF6; inhibition, % at 5 µM;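 active means inhibition above about 50% at the single test dose, limit read from the data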;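 further: plate controls were DMSO with enzyme for no effect and no enzyme buffer wells for full effect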
# * hit, by the source's call; x = not tested or not shown. Unless noted, no stated cut-off is given here; in the data, active means inhibition above about 50%; inactive means the rest.
item | Compound | 697 NFkB inh | HKDC1 inhibitor | Apaf1 inhib | Gli-Sufu block
1 | Cc1ccc(N(Cc2ccccc2)C(=O)c2ccc(S(=O)(=O)N3CCOCC3)cc2)cc1 | -26 | 4 | 25 | 2
2 | O=C(NCc1cccnc1)c1cccc2c1C(=O)N(C1CCCCC1)C2 | -15 | -6 | 4 | 5
3 | COc1ccccc1C(=O)C1CCCN(C(=O)c2snnc2C)C1 (stereo not given) | 7 | -3 | -4 | x
4 | Cn1nnc2cc(NC(=O)Nc3cccc(Cl)c3)ccc21 | -90 | -5 | -1 | -65
5 | Cn1cccc1Cc1nnc(SCC(=O)Nc2ccccc2F)n1-c1ccc(F)cc1 | 10 | -4 | -1 | 2
6 | Cc1nc2cc(C(=O)O)ccc2n1-c1ccc(F)cc1F | -2 | -3 | -11 | 4
7 | CC(C)NC(=O)c1onc(CSc2cccc3ccccc23)c1C(=O)O | -4 | 10 | 3 | -7
8 | O=S1(=O)CCOC[C@H](CC2CCCCC2)N1Cc1ccccc1 | 1 | 6 | 22 | -8

item | UBC13 polyUb | Jurkat NFkB inh | SENP7 inh | SENP8 inh
1 | -3 | -15 | -6 | -6
2 | 10 | 7 | 3 | 0
3 | -13 | -9 | -8 | -5
4 | 4 | -79 | -12 | -5
5 | 3 | 10 | -3 | 5
6 | 2 | -10 | 4 | -2
7 | -11 | -5 | -13 | -5
8 | 2 | -5 | -8 | 6

# Next section.
item | Compound | 697 NFkB inh | HKDC1 inhibitor | Apaf1 inhib | Gli-Sufu block
9 | CCCCCn1c(CCNC(=O)CCC)nc2ccccc21 | -11 | -4 | -1 | 1
10 | COc1cccc(NC(=O)Cn2c(=O)n(CC3CCCO3)c(=O)c3ccccc32)c1 (stereo not given) | 28 | 4 | 0 | -8
11 | O=C1CN(C(=O)/C=C/c2ccccc2)CCN1 | -1 | -3 | -2 | 4
12 | Cc1ccccc1C(=O)NC(=S)Nc1sc2c(c1C#N)CCC(C)C2 (stereo not given) | 6 | 7 | 11 | -3
13 | Cc1ccc(C(=O)NC(NC(=S)Nc2ccc(S(N)(=O)=O)cc2)C(Cl)(Cl)Cl)cc1 (stereo not given) | -2 | 2 | 4 | 41
14 | CN(C)c1ccc(P(=O)(OCc2ccccc2)C(O)c2ccc(Br)cc2)cc1 (stereo not given) | 8 | -9 | 5 | 1
15 | COc1ccc(CCC(C)Nc2cccc(C)c2)cc1 (stereo not given) | 4 | 7 | 0 | 5
16 | O=C(NCc1ccccc1)C1CCN(C(=O)NCc2ccccc2)CC1 | 1 | -6 | 0 | 0

item | UBC13 polyUb | Jurkat NFkB inh | SENP7 inh | SENP8 inh
9 | -1 | 4 | 2 | 4
10 | -1 | -10 | 3 | 4
11 | -2 | -2 | -4 | 3
12 | -6 | -8 | 4 | 7
13 | -4 | 28 | 6 | 3
14 | 4 | -3 | 5 | 1
15 | 6 | -5 | 1 | 0
16 | 7 | 11 | 6 | 3

# The listing continues.
item | Compound | 697 NFkB inh | HKDC1 inhibitor | Apaf1 inhib | Gli-Sufu block
17 | O=P(/C(=N/O)Sc1ccccc1)(N1CCOCC1)N1CCOCC1 | 4 | -5 | -9 | 2
18 | COc1ccc(C(=O)Oc2c(OC)cc(C(=S)N3CCOCC3)cc2OC)cc1OC | -14 | -1 | 1 | -4
19 | O=C(c1ccc(COc2ccccc2Cl)o1)N1N=C(C(F)F)CC1(O)C(F)F (stereo not given) | 22 | -2 | 10 | -8
20 | COc1ccc(Br)cc1S(=O)(=O)Nc1cccc(C)n1 | 4 | -3 | -3 | 9
21 | O=C(O)C1C(c2ccccc2)C(C(=O)N2CCOCC2)C1c1ccccc1 (stereo not given) | 6 | -10 | -4 | -4
22 | O=c1[nH]c2cccnc2n1-c1ccc([N+](=O)[O-])cc1 | 6 | -8 | -6 | 7
23 | O=C(COC(=O)c1ccccn1)NCCc1ccc(Cl)cc1 | 13 | -6 | -5 | 7
24 | CC1(C)CC(NC(=O)C23CCC(C)(/C(=N/O)C2)C3(C)C)CC(C)(C)N1 (stereo not given) | -12 | -5 | -5 | 5

item | UBC13 polyUb | Jurkat NFkB inh | SENP7 inh | SENP8 inh
17 | 5 | 3 | 1 | 1
18 | 3 | -23 | 10 | -15
19 | 3 | 8 | 1 | -4
20 | 10 | 0 | -3 | 11
21 | -2 | -7 | -6 | -15
22 | -10 | 8 | -1 | -5
23 | 14 | 3 | -20 | 2
24 | -5 | -6 | -3 | -12

# New compounds follow:
item | Compound | 697 NFkB inh | HKDC1 inhibitor | Apaf1 inhib | Gli-Sufu block
25 | CCCN1C(=O)CC(=O)N=C1SCC(=O)Nc1ccccc1F | -2 | 1 | 2 | 5
26 | O=C(NCCC1CCCCN1S(=O)(=O)c1ccc(Cl)cc1)C(=O)NCc1ccco1 (stereo not given) | 11 | 5 | 15 | 0
27 | C/C(=N\NC(=O)c1ccccc1OCc1ccc(F)cc1)c1ccccn1 | -80 | 6 | 15 | 47
28 | O=C(CN1CCCc2ccccc21)NCCc1ccc(F)cc1 | 11 | -6 | -10 | 3
29 | Cc1ccc(C(=O)OCC(=O)Nc2ncc(C(F)(F)F)cc2Cl)cc1NC(=O)c1ccco1 | 9 | 2 | 12 | 0
30 | CCc1nc(SCC(=O)c2cccc([N+](=O)[O-])c2)n[nH]1 | 16 | -5 | -1 | -6
31 | c1ccc(-c2nnc(OCc3cccnc3)c3ccccc23)cc1 | -15 | -3 | 16 | 11
32 | COc1cc2c(cc1OC)C(Nn1cnnc1)=NC1(CCCC1)C2 | 3 | -3 | -13 | 11

item | UBC13 polyUb | Jurkat NFkB inh | SENP7 inh | SENP8 inh
25 | -8 | 13 | 5 | -1
26 | 0 | 7 | -5 | 4
27 | 10 | 37 | 1 | -6
28 | 18 | 9 | 2 | -6
29 | -6 | -5 | -11 | -7
30 | -1 | -8 | -1 | 1
31 | -4 | -2 | -2 | -12
32 | 3 | 1 | -9 | -3
